Compound activity: PubChem, Southern Research Specialized Biocontainment Screening Center
PhoP GFP inhibition: Inhibition of PhoP regulon, Salmonella typhi GFP reporter cells, confirmation, 4 h (AID 1850). hit rate 0.33% among 310,000. Salmonella Typhi PhoP-promoter GFP reporter, fluorescence, 4 h; higher % means a stronger effect. one-dose inhibition, % at 50 µM; IC50 in µM for titrated hits; in the data active means a potency from the dose series; inconclusive means inhibition mostly from about 25% at the one dose, without a potency; inactive means the rest, 99 in 100 with inhibition below about 19%;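 further: 0% = induced wells with vehicle and 100% = uninduced wells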
M. tuberculosis: growth inhibition of non-replicating M. tuberculosis (AID 488890). Mycobacterium tuberculosis non-replicating, growth inhibition; higher % means a stronger effect. inhibition, % at 25 µM, or IC50 in µM where a hit was titrated. hit rate 0.39% among 320,000; in the data active means a potency from the dose series; inconclusive means inhibition mostly from about 82% at the one dose, without a potency; inactive means the rest, 99 in 100 with inhibition below about 76%;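 further: plate controls were DMSO cells for no effect and high antibiotic wells for full effect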
influenza NS1A: H1N1 influenza NS1A inhibitors, functional cell based assay (AID 504329) | NS1A functional cell-based assay, percent inhibition; higher % means a stronger effect | inhibition, % at 12.5 µM, or IC50 in µM where a hit was titrated | hit rate 0.3% among 340,000; in the data active means a potency from the dose series; inconclusive means inhibition above about 27% without an active follow-up result; further: strong numbers were not always called active
M. tuberculosis HTS: M. tuberculosis growth inhibition, HTS (AID 449762); M. tuberculosis H37Rv growth inhibition, 7H9 media; higher % means a stronger effect; inhibition, % at 25 µM; hits with a dose series show IC50 in µM; hit rate 0.59% among 330,000; in the data active means a potency from the dose series; inconclusive means inhibition above about 70% without an active follow-up result;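 further: bacterial growth assessed after seven days of incubation; strong numbers were not always called active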
VEEV TC-83 Vero: inhibitors of VEEV TC-83 cytopathic effect, confirmation, Vero cells (AID 588727) | Vero cells, VEEV TC-83 cytopathic effect inhibition; higher % means a stronger effect | hit rate 0.13% among 350,000 | inhibition, % at 20 µM; hits with a dose series show IC50 in µM; in the data active means a potency from the dose series; inconclusive means inhibition mostly from about 14% at the one dose, without a potency; inactive means the rest, 99 in 100 with inhibition below about 12%; further: strong numbers were not always called active
VEEV TC-83 Vero 10K pilot screen: also measured in VEEV TC-83 Vero; calls as there; inhibition, %; measured here: 10K pilot screen inhibition
Starred values were filed as active, the others as inactive; i = inactive; ? = inconclusive; · = no result given. An unsorted share of the library. About 1.5% of those tested had a hit in this group.

SMILES | PhoP GFP inhibition | M. tuberculosis | influenza NS1A | M. tuberculosis HTS | VEEV TC-83 Vero | others
O=C(Cc1cccs1)Nc1nnc(-c2ccncc2)s1 | 7% | -8% | -11% | -2% | 2.9%
Cc1[nH]c2ccc(S(N)(=O)=O)cc2c1C | -7% | 3% | -8% | 2% | i
CC1CCc2cccc3c2N1c1cc(C#N)c(C#N)cc1O3 (centres undefined) | -8% | -19% | -29% | -11% | 3.0%
Cc1nnsc1Sc1ccccc1 | 9% | -10% | -23% | -7% | 0.4%
COc1ccc(-c2cc(C(=O)N3CCCCCC3)no2)cc1OC | 1% | 26% | 6% | 6% | 0.3%
COc1cc(C(=O)NCC(c2ccc(F)cc2)N2CCOCC2)ccc1OCc1ccccc1Cl (centres undefined) | -3% | 27% | -10% | ? | 3.8%
O=c1oc2ccccc2cc1-c1nc2c(s1)CCCC2 | -3% | · | -32% | · | 2.1%
Cc1cccc(-n2c(-c3csc(C)c3)n[nH]c2=S)c1 | -16% | -23% | 25% | -11% | i
CCC(C)(C)NC(=O)/C=C/c1cccs1 | 3% | 49% | 12% | 0% | i
CC(=O)C1=NOC2C(=O)N(c3ccc(Cl)cc3)C(=O)C12 (centres undefined) | -2% | -19% | -2% | 0% | 0.1%

Quoted at random: 5 compounds from above.
SMILES | PhoP GFP inhibition | M. tuberculosis | influenza NS1A | M. tuberculosis HTS | VEEV TC-83 Vero | others
COc1ccc(-c2cc(C(=O)N3CCCCCC3)no2)cc1OC | 1% | 26% | 6% | 6% | 0.3%
O=c1oc2ccccc2cc1-c1nc2c(s1)CCCC2 | -3% | · | -32% | · | 2.1%
CC1CCc2cccc3c2N1c1cc(C#N)c(C#N)cc1O3 (centres undefined) | -8% | -19% | -29% | -11% | 3.0%
O=C(Cc1cccs1)Nc1nnc(-c2ccncc2)s1 | 7% | -8% | -11% | -2% | 2.9%
Cc1nnsc1Sc1ccccc1 | 9% | -10% | -23% | -7% | 0.4%

Further records
SMILES | PhoP GFP inhibition | M. tuberculosis | influenza NS1A | M. tuberculosis HTS | VEEV TC-83 Vero | others
CNS(=O)(=O)c1cnccc1N1CCN(c2cccc(Cl)c2)CC1 | 12% | 17% | -1% | 5% | 7.8%
O=C(/C=C/c1cccc(Cl)c1)OCc1cn2cc(Cl)ccc2n1 | -4% | 57% | -2% | 16% | 0.2%
COc1ccc(/C=C/C(=O)O)cc1S(=O)(=O)NCc1ccco1 | -7% | -7% | -17% | -3% | i
O=C(Nc1cccc(O)c1)C(Cc1ccccc1)N1C(=O)c2cccc3cccc(c23)C1=O (centres undefined) | -8% | -4% | -20% | 5% | i
COCC(=O)N1CCC(Oc2ccc(C(=O)N3CCCCCC3)cc2)CC1 | -10% | · | -14% | -1% | 1.4%
N#Cc1cc2c(nc1SCC(=O)NCc1ccc3c(c1)OCO3)CCCCC2 | 3% | 8% | -9% | 1% | i
CCC(c1nnnn1CC1CCCO1)N(CCN1CCOCC1)Cc1cc2cc(C)ccc2[nH]c1=O (centres undefined) | · | · | 3% | · | 6.2%
O=C(c1cc(COc2c(F)cccc2F)on1)N1CCCCCC1 | -5% | 20% | 11% | -1% | 5.7%
Cc1c(C(=O)N2CCN(Cc3ccc4c(c3)OCO4)CC2)cccc1[N+](=O)[O-] | -11% | -11% | 0% | -2% | 1.0%
CCOc1cc(C=O)c(Br)cc1OC1CCCC1 | 2% | -6% | -4% | 5% | 4.7%
CCN(CC)C1CCCCC1NS(=O)(=O)c1ccc(Cl)cc1 (centres undefined) | · | · | -1% | -4% | 0.8%
O=C(OCCN1C(=O)c2ccccc2C1=O)c1ccc(S(=O)(=O)N2CCCCCC2)cc1 | -14% | 40% | -12% | 11% | 1.5%
Cc1cccc(NC(=O)CSc2nnc(Cc3ccccc3)o2)c1 | -11% | ? | -2% | 9% | 1.8%
CC(=O)c1c(C)[nH]c(C2=NNC(=NC(C)(C)C)SC2)c1C | -6% | 7% | -7% | -3% | 1.3%
CCCCC(=O)Nc1c2c(nn1-c1ccc([N+](=O)[O-])cc1)CS(=O)(=O)C2 | 6% | -6% | 3% | 7% | i
Cn1c(=O)c2c(nc(SCC(=O)NC3CCCC3)n2C)n(C)c1=O | -8% | -17% | -4% | 4% | 1.0%
CCC(=NCc1cc(OC)cc(OC)c1)c1c(O)n(C)c(=O)n(C)c1=O | -13% | 9% | 3% | 5% | i
O=C(NC1CCN(Cc2ccccc2)CC1)c1cccc(S(=O)(=O)Nc2cc(C(F)(F)F)ccc2Cl)c1 | -1% | 4% | -2% | -3% | 1.0%
CC(O)c1nc2ccccc2n1CC(=O)Nc1ccc(F)cc1Cl (centres undefined) | -9% | -1% | -8% | 2% | 2.0%
Cc1cc(C)n(-c2nc(N(C)C)nc(N3CCOCC3)n2)n1 | -3% | 26% | 22% | -8% | 3.6%
COc1ccc(S(=O)(=O)Nc2ccc(F)cc2)cc1N(C)S(=O)(=O)c1ccc(Cl)cc1 | -2% | 27% | -1% | -10% | i
O=C(NNc1nc2c(F)cccc2s1)c1ccccc1 | 0% | 3% | -11% | 1% | 0.3%
CNC(=O)c1c(NC(=O)c2ccco2)sc2c1CCC2 | 8% | 20% | 23% | 8% | 8.1%
Cn1c(N2CCN(c3ccccn3)CC2)nc2c1c(=O)n(Cc1ccc(Cl)cc1)c(=O)n2C | 2% | 16% | 0% | ? | 5.7%
C/C(=N\Nc1ccc(Cl)cc1)c1ccccn1 | -10% | i | -19% | ? | i
CCO[C@H]1OC(C(=O)O)=C[C@@H](C(C)(C)C)[C@@H]1CCCO | 7% | 27% | 8% | -4% | 0.1%
S=C(NCc1ccccc1)Nc1ccc2cn[nH]c2c1 | -2% | 78% | 0% | 1% | 0.7%
COc1ccc(C23CC4CC(CC(C(=O)O)(C4)C2)C3)c(F)c1 | -2% | -1% | -7% | -9% | i
Fc1ccc(/C=C2\CCCC3=C2Nc2ncnn2C3c2ccc(F)cc2)cc1 (centres undefined) | -4% | ? | 4% | ? | 10.0%
CCN1CCN(CCCNC(=O)C2c3ccccc3C(=O)N(c3ccc(OC)cc3)C2c2ccc(OC)cc2)CC1 (centres undefined) | -4% | 10% | 1% | 2% | 0.1%

The final two entries of the part above come first, to join the parts:
SMILES | PhoP GFP inhibition | M. tuberculosis | influenza NS1A | M. tuberculosis HTS | VEEV TC-83 Vero | others
Fc1ccc(/C=C2\CCCC3=C2Nc2ncnn2C3c2ccc(F)cc2)cc1 (centres undefined) | -4% | ? | 4% | ? | 10.0%
CCN1CCN(CCCNC(=O)C2c3ccccc3C(=O)N(c3ccc(OC)cc3)C2c2ccc(OC)cc2)CC1 (centres undefined) | -4% | 10% | 1% | 2% | 0.1%
COc1cc2c3nc4n(c(=O)c3n(CC(=O)N3CCCC3)c2cc1OC)CCS4 | · | · | -12% | · | 0.1%
N#Cc1cc[n+](CC(=O)c2ccc(NC(=O)c3ccccc3)cc2)cc1 | 6% | 27% | 4% | 0% | 1.1%
C/C(=N\NC(=O)c1nnn(-c2nonc2N)c1-c1cccs1)c1cccnc1 | 5% | -3% | -6% | 7% | i
CC(C)[C@H](NC(=O)c1ccco1)C(=O)N(C)Cc1ccc(C(F)(F)F)cc1 | 4% | 10% | 4% | -3% | i
Cc1cccc2cc(C#N)c(N3CCN(C)CC3)nc12 | 2% | -11% | 6% | 1% | 0.0%
Cc1cccc(NC(=O)CN2C(=O)S/C(=C\c3cccn3-c3cccc(C(=O)O)c3)C2=O)c1 | 2% | 19% | 6% | 10% | 2.4%
COc1ccc(-c2nnc(NC(=O)c3ccccc3C)o2)cc1 | -8% | · | -17% | ? | 1.4%
C[C@@H]1CC=C[C@H]2[C@H]1C(=O)N(Cc1ccccc1)[C@H]2c1cccc([N+](=O)[O-])c1 | 2% | 30% | 9% | -3% | 0.4%
Cn1c(=N)n(CC(O)c2cccs2)c2ccccc21 (centres undefined) | 5% | 0% | -21% | -1% | i
O=C1NC(NS(=O)(=O)c2ccc(Cl)cc2)(C(F)(F)F)C(=O)N1c1ccccc1 (centres undefined) | -10% | 3% | -4% | 7% | 0.8%
O=C(NCc1ccco1)C1CCN(c2ccc(N3CCOCC3)nn2)CC1 | -19% | · | 27% | -5% | 0.6%
Cc1cc(/C=N/NC(=O)c2ccccc2F)c(C)n1-c1ccccc1 | -6% | 13% | 7% | ? | 0.9%
C#Cc1cccc(NC(=O)c2ccc(Cl)cc2Cl)c1 | 1% | 31% | -6% | 15% | 0.2%
CC(=O)Nc1cc(Cl)c(N=Cc2ccc(O)cc2O)cc1Cl | -2% | 63% | 4% | 1% | 0.3% | VEEV TC-83 Vero 10K pilot screen=1.3
CCCCN(C(=O)CSc1nc2ccccc2s1)c1c(N)n(CCCC)c(=O)[nH]c1=O | · | 27% | 5% | 3% | 1.2%
CS(=O)(=O)CCC(C(=O)N1CCOCC1)N1C(=O)c2cc(Cl)c(Cl)cc2C1=O (centres undefined) | -4% | -16% | 9% | -5% | 6.2%
Cc1ccc(NC(=O)C(=O)NN=C2CCCC2)cc1C | 3% | 11% | -23% | 38% | 6.7%
Cc1ccc(NC(=O)CSc2ncnc3ccccc23)cc1S(=O)(=O)N1CCCCC1 | -6% | 13% | 0% | -6% | 8.7%
O=C(NN(CC(O)COc1ccccc1)CC(O)COc1ccccc1)c1ccccc1 (centres undefined) | -6% | 12% | 6% | 3% | 0.2%
COc1ccc(-c2cc(=O)c3ccc(O)cc3o2)cc1 | · | · | 8% | · | 8.2%
COC/C=C/C1=CC2=CC(=O)C(C)(OC(=O)c3ccco3)C(=O)C2=CO1 (centres undefined) | -11% | 19% | · | 3% | ·
CCCc1cc(N2CCCC(C(=O)Nc3c(OC)cccc3OC)C2)n2ncnc2n1 (centres undefined) | -10% | -6% | -15% | 1% | 5.0%
COc1cccc(C(c2sc3nc(C)nn3c2O)N2CCc3ccccc3C2)c1 (centres undefined) | 2% | -1% | 0% | -10% | 1.6%
CCCCN(C(=O)c1cc(CC)c(C)s1)c1c(N)n(CC(C)C)c(=O)[nH]c1=O | -15% | 26% | 15% | -8% | 5.4%
O=C(CCNC(=O)c1ccccc1)NNC(=O)c1ccccc1Br | · | 0% | -20% | -1% | i
N/N=C1\CCCc2c1[nH]c1ccc([N+](=O)[O-])cc21 | -2% | 4% | · | 5% | 2.8%
OCC(O)C1OCOC(C(O)CO)C1O (centres undefined) | · | · | -2% | · | 0.4%
COC(=O)c1cc(S(=O)(=O)NCc2cccc(OC)c2)cn1C | -13% | 5% | 5% | -5% | 1.1%
c1ccc(C(c2ccccc2)c2noc(CN3CCN(CC4CC4)CC3)n2)cc1 | 9% | 60% | 0% | 4% | 1.4%
CCCOc1cc2c(C#N)c(N3CCCC3)nc(N)c2c(N)n1 | 1% | 2% | 0% | -2% | 0.9%
Fc1ccc2nc(C3CCCCN3Cc3nc(CC4CC4)no3)[nH]c2c1 (centres undefined) | 7% | 5% | -11% | -6% | 0.3%
COC(=O)c1ccc(CSc2nc3ccccc3c(=O)n2-c2ccccc2)o1 | -7% | 30% | 2% | -9% | 9.7%
CCN(CC)C(=O)CSc1nnc(-c2cc3ccccc3cc2O)n1CC | 12% | 68% | 3% | -7% | 0.7%
CCOc1ccc(OCc2ccc(C(=O)NCC3CCCO3)o2)cc1 (centres undefined) | -6% | 14% | -12% | -4% | i
CC(=O)Nc1ccc(S(=O)(=O)NCCc2c[nH]c3ccc(C)cc23)cc1 | -6% | -9% | 22% | 1% | 0.1%
CCC(=O)NC(=S)Nc1ccc(NC(=O)COc2ccc(Cl)cc2Cl)cc1 | -4% | 60% | 3% | 88µM* | 5.5%
COc1ccccc1N(Cc1ccccc1)S(=O)(=O)c1cccc(C(=O)Nc2ccc(C(C)=O)cc2)c1 | -7% | -1% | -3% | 2% | 0.8%
CCOC(=O)[C@@H]1[C@H]2COc3ccc(Br)cc3[C@@H]2N2C(=O)N(c3ccc(C)cc3)C(=O)[C@]12C | -5% | 4% | -7% | -1% | i
COc1ccc(CNC(=O)C(C)OC(=O)CO/N=C(\C)c2ccc3c(c2)OCO3)cc1 (centres undefined) | -3% | 27% | 3% | 7% | i
NC(=O)C1CCN(c2ccc(S(=O)(=O)N3CCCCC3)cc2[N+](=O)[O-])CC1 | · | 8% | 7% | -1% | i
CCCCCCCCCCOC(=O)C[N+](C)(C)CC1CCCCC1O (centres undefined) | 35µM* | -48% | -2% | -2% | 0.6%
COc1ccc(Br)cc1/C=N/N1C(=O)CSC1=S | 8% | -15% | -3% | 17% | 6.7%
COc1ccc(-c2nc(N)n[nH]2)cc1OC | 21% | -2% | -4% | 0% | 1.8%
COc1ccc(CC2(CO)CCN(Cc3ccc(NC(C)=O)cc3)CC2)cc1 | 1% | -1% | 2% | -2% | i
